TRPC6 act: activates the mouse TRPC6 cation channel | hit rate 0.13% among 310,000 | HEK293-TRPC6 membrane potential dye fluorescence; hits give high values | AID 2550 | B-score at 10 µM | Q61143;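 active = B-score of the integrated fluorescence ratio above library mean plus 3 SD, and starting fluorescence ratio within library mean plus 5 SD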;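 also: higher score means more depolarization so channel activation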
Target sequence (Q61143 whole entry, looked up): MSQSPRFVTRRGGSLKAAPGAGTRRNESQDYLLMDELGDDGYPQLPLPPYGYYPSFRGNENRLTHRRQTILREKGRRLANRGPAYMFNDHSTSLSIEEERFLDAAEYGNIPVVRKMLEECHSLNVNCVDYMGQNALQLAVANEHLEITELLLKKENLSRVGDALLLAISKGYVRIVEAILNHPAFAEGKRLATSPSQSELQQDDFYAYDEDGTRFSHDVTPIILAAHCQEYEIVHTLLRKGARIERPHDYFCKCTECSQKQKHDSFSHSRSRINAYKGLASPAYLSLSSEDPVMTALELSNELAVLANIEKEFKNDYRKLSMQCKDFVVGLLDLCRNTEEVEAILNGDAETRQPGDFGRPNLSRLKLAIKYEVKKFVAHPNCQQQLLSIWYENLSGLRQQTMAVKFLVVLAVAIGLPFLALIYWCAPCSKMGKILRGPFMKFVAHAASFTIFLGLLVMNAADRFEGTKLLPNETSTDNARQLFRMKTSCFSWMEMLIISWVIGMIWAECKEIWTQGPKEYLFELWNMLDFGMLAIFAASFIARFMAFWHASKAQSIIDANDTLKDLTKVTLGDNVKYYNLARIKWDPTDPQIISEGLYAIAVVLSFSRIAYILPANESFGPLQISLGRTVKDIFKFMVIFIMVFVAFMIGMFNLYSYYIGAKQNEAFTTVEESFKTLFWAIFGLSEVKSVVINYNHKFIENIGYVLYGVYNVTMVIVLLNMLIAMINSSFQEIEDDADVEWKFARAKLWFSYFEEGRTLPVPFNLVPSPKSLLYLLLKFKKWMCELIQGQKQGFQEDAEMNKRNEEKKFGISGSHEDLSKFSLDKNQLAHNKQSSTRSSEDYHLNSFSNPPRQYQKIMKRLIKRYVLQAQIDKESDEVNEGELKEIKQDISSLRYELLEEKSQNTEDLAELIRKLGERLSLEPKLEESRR
TRPC6 inhibitor: mouse TRPC6 channel inhibition; Q61143; AID 2553; HEK293-TRPC6, membrane potential dye, ACh-evoked depolarization; hits give low values; hit rate 1.1% among 310,000; B-score at 10 µM;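 active = B-score under library mean minus 3 SD, initial fluorescence not abnormally high, positive integrated signal ratio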;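 also: B-score derived from integrated fluorescence ratio over the kinetic read; more negative B-score means stronger inhibition of depolarization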
ANO1 block: inhibitors of mouse TMEM16A calcium-activated chloride channel; normalized B-score (activity score, 25-100; higher = stronger inhibition) at 10 µM; Q8BHY3; HEK293 TMEM16A/YFP iodide influx fluorescence, ionomycin; hit rate 1.2% among 310,000;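 active = ratio plate-corrected score three or more library SD toward inhibition, starting fluorescence score within five deviations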;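 also: score derived from kinetic fluorescence span divided by baseline fluorescence per well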
MrgX1 PAM: human MrgX1 positive allosteric modulation, primary screen; hit rate 0.63% among 310,000; MrgX1-HEK293, Fluo-4 calcium flux, FDSS; hits give high values; B-score at 10 µM;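 active = plate-corrected calcium response at least 3 library SD above typical, normal starting fluorescence, not activating the receptor alone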;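 also: compound read alongside a low EC10 to EC30 dose of BAM8-22 agonist; peak minus trough fluorescence over baseline measured at the second addition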
TRPC4 block: blocks the mouse TRPC4 cation channel; Q9QUQ5; AID 2247; hit rate 0.39% among 300,000; HEK293 TRPC4beta/mu-opioid, DAMGO-evoked Fluo4 calcium flux; hits give low values; B-score at 10 µM;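 active = B-score over 3 SD under the library average, no early fluorescence shift, positive overall ratio signal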
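System: stable TRPC4beta/mu-opioid receptor HEK293 cells; Dosing: single-point compound dosing; Measured by: Fluo4 Ca2+ flux fluorescence; Read-out basis: per-well B score of integrated baseline-normalized Fluo4 ratio.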
MrgX1 agonist: agonists of human MrgX1 receptor. B-score at 10 µM. MrgX1-HEK293 cells, Fluo-4 calcium fluorescence, agonist mode; hits give high values. Q96LB2. AID 588627. hit rate 0.44% among 310,000;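 active = calcium response B-score plate-corrected fluorescence ratio at least 3 library SD, with starting fluorescence B-score inside 5 SD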
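Material: MrgX1-expressing HEK293 cells; input: 15,000 cells per well; doses: test compound given as first of three sequential additions; schedule: overnight plating before 1 h dye loading; technique: Fluo-4 NW calcium-flux fluorescence, kinetic read; evaluation: baseline-normalised fluorescence change ratio, B-scored; control set: plate-wise positive and negative controls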
MrgX1 antag: antagonists of human MrgX1 receptor | MRGX1-HEK293 calcium flux, Fluo-4, BAM8-22 antagonism; hits give low values | AID 588676 | hit rate 1.3% among 310,000 | Q96LB2 | B-score at 10 µM;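 active = calcium-response B-score plate-corrected more than 3 library SD below zero, starting fluorescence within 5 deviations, no agonist response on first addition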;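 also: peak minus trough fluorescence over baseline after final BAM8-22 challenge near maximal dose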
TMEM16A act: activators or potentiators of mouse TMEM16A chloride channel; Q8BHY3; HEK293 TMEM16A/YFP-H148Q/I152L, iodide quench fluorescence; hits give low values; B-score at 10 µM; hit rate 0.3% among 340,000;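 active = fluorescence-ratio B-score plate-corrected deviation score at least 3 library SD below zero, with starting fluorescence score within 5 deviations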;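 also: channel opened by trigger with iodide after compound preincubation; score built on the fluorescence ratio of max minus min over baseline; more negative score means more quench and so TMEM16A activation or potentiation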
RGS4 inh: human RGS4 inhibition; P49798; HEK293 M3R/RGS4 inducible, Fluo-4 calcium flux; hits give high values; triggered by carbachol at its EC20; B-score at 10 µM; hit rate 0.45% among 310,000;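 active = B-score, a plate-corrected calcium signal, over three deviations above library mean, with baseline fluorescence within five deviations of library mean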;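 also: RGS4 expression induced by doxycycline in cells with stable M3 receptor; B-score is computed from the integrated fluorescence ratio over baseline after carbachol; higher B-score means a larger calcium signal and so more RGS4 inhibition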
Target sequence (P49798 whole entry, looked up): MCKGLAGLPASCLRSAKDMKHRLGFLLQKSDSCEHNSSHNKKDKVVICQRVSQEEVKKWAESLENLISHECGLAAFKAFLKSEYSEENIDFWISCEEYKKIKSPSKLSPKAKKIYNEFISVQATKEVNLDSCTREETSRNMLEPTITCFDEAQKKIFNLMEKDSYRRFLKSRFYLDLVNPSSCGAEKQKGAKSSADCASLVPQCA
TRPC4 agonist: activators of mouse TRPC4 channel; Q9QUQ5; HEK293 TRPC4beta/mu-opioid, Fluo4 calcium fluorescence; hits give high values; hit rate 0.49% among 310,000; B-score at 10 µM; AID 2237;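 active = B-score above 5 SD of library B-scores, and initial fluorescence ratio not above library mean plus 5 SD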;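 also: positive B-score marks a calcium rise read as TRPC4 activation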
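Test system: HEK293 cells stably co-expressing mouse TRPC4beta and mu-opioid receptor | Schedule: Fluo4 dye loading 45 min at room temperature, 110 s recording | Measured by: Kinetic Fluo4 calcium fluorescence, 5 s baseline at 1 Hz | Evaluation: B score of integrated ratio | Controls: Buffer (low) and maximal DAMGO (high)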
TRPC4 potent: TRPC4 (mouse) allosteric potentiation. HEK293 TRPC4beta/mu-opioid, DAMGO EC20, Fluo-4 Ca2+ flux; hits give high values. B-score at 10 µM. hit rate 0.42% among 310,000;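 active = B-score of calcium response area above 5 SD of library B-scores, with initial fluorescence ratio within 5 SD of library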;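 also: B-score of integrated fluorescence ratio over time as area under calcium response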
* hit, by the source's call.

`CCC(C)Nc1c([N+](=O)[O-])cc(C)cc1[N+](=O)[O-]` (stereo not given) gave TRPC6 act inactive, TRPC6 inhibitor inactive, ANO1 block inactive, MrgX1 PAM inactive, TRPC4 block inactive, MrgX1 agonist inactive, MrgX1 antag inactive, TMEM16A act inactive, RGS4 inh inactive, TRPC4 agonist inactive and TRPC4 potent inactive.
`Cc1ccccc1-c1cc2nc(-c3ccc([N+](=O)[O-])cc3)cc(=O)n2[nH]1` gave TRPC6 act inactive, TRPC6 inhibitor inactive, ANO1 block inactive, MrgX1 PAM inactive, TRPC4 block inactive, MrgX1 agonist inactive, MrgX1 antag inactive, TMEM16A act inactive, RGS4 inh inactive, TRPC4 agonist inactive and TRPC4 potent inactive.
`COCCOC(=O)CC1=NC(=O)CS1` gave TRPC6 act inactive, TRPC6 inhibitor inactive, ANO1 block inactive, MrgX1 PAM inactive, TRPC4 block inactive, MrgX1 agonist inactive, MrgX1 antag inactive, TMEM16A act inactive, RGS4 inh inactive, TRPC4 agonist inactive and TRPC4 potent inactive.
`COc1ccc(NC(=S)Nc2ccccc2C(F)(F)F)cc1` gave TRPC6 act inactive, TRPC6 inhibitor inactive, ANO1 block inactive, MrgX1 PAM inactive, TRPC4 block inactive, MrgX1 agonist inactive, MrgX1 antag inactive, TMEM16A act inactive, RGS4 inh inactive, TRPC4 agonist inactive and TRPC4 potent inactive.
`O=C(CN(Cc1ccc(Cl)c(Cl)c1)S(=O)(=O)c1ccccc1)N/N=C\c1ccc2c(c1)OCO2` gave TRPC6 act inactive, TRPC6 inhibitor inactive, ANO1 block inactive, MrgX1 PAM inactive, TRPC4 block inactive, MrgX1 agonist inactive, MrgX1 antag inactive, TMEM16A act inactive, RGS4 inh 6.7*, TRPC4 agonist inactive and TRPC4 potent inactive.
Cc1cccc(NC2=CC(=O)OC(C)C2)c1 (stereo not given) was read as TRPC6 act inactive, TRPC6 inhibitor inactive, ANO1 block inactive, MrgX1 PAM inactive, TRPC4 block inactive, MrgX1 agonist inactive, MrgX1 antag inactive, TMEM16A act inactive, RGS4 inh inactive, TRPC4 agonist inactive and TRPC4 potent inactive.
For CC(=O)Nc1ccc(C(=O)NCC2CCCCC2)cc1 the results were TRPC6 act inactive, TRPC6 inhibitor inactive, ANO1 block inactive, MrgX1 PAM inactive, TRPC4 block inactive, MrgX1 agonist inactive, MrgX1 antag inactive, TMEM16A act inactive, RGS4 inh inactive, TRPC4 agonist inactive and TRPC4 potent inactive.
`CCN(Cc1ccccc1)S(=O)(=O)c1ccc(C(=O)N(CCCN(C)C)c2nc3cc4c(cc3s2)OCCO4)cc1` gave TRPC6 act inactive, TRPC6 inhibitor inactive, ANO1 block inactive, MrgX1 PAM inactive, TRPC4 block inactive, MrgX1 agonist inactive, MrgX1 antag inactive, TMEM16A act inactive, RGS4 inh inactive, TRPC4 agonist inactive and TRPC4 potent inactive.
`O=C1OC(/C(=C\Nc2cc(Cl)ccc2O)[N+](=O)[O-])c2ccccc21` (stereo not given) gave TRPC6 act inactive, TRPC6 inhibitor inactive, ANO1 block inactive, MrgX1 PAM inactive, TRPC4 block inactive, MrgX1 agonist inactive, MrgX1 antag inactive, TMEM16A act inactive, RGS4 inh inactive, TRPC4 agonist inactive and TRPC4 potent inactive.
`Cc1c(Cl)cccc1NC(=S)Nc1ccccn1` gave TRPC6 act inactive, TRPC6 inhibitor inactive, ANO1 block inactive, MrgX1 PAM inactive, TRPC4 block inactive, MrgX1 agonist inactive, MrgX1 antag inactive, TMEM16A act inactive, RGS4 inh inactive, TRPC4 agonist inactive and TRPC4 potent inactive.
`O=C(CN1C(=O)COc2ccccc2C1=O)c1ccc2c(c1)OCCO2` gave TRPC6 act inactive, TRPC6 inhibitor inactive, ANO1 block inactive, MrgX1 PAM inactive, TRPC4 block inactive, MrgX1 agonist inactive, MrgX1 antag inactive, TMEM16A act inactive, RGS4 inh inactive, TRPC4 agonist inactive and TRPC4 potent inactive.
`Cc1onc(-c2ccc(Cl)cc2Cl)c1-c1csc(N/N=C/c2ccccc2)n1` gave TRPC6 act inactive, TRPC6 inhibitor inactive, ANO1 block inactive, MrgX1 PAM inactive, TRPC4 block inactive, MrgX1 agonist inactive, MrgX1 antag inactive, TMEM16A act inactive, RGS4 inh inactive, TRPC4 agonist inactive and TRPC4 potent inactive.
For Cc1nc(C(=O)Nc2cc(F)cc(Cl)c2)sc1C1(C)CC(c2ccccc2)=NO1 (stereo not given) the results were TRPC6 act inactive, TRPC6 inhibitor inactive, ANO1 block inactive, MrgX1 PAM inactive, TRPC4 block inactive, MrgX1 agonist inactive, MrgX1 antag inactive, TMEM16A act inactive, RGS4 inh inactive, TRPC4 agonist inactive and TRPC4 potent inactive.
Screening O=c1cnnc(NCc2ccccc2)[nH]1 returned TRPC6 act inactive, TRPC6 inhibitor inactive, ANO1 block inactive, MrgX1 PAM inactive, TRPC4 block inactive, MrgX1 agonist inactive, MrgX1 antag inactive, TMEM16A act inactive, RGS4 inh inactive, TRPC4 agonist inactive and TRPC4 potent inactive.
Screening CCCCCCC#Cc1ccc2c(c1)COc1c3ccccc3nn1-2 returned TRPC6 act inactive, TRPC6 inhibitor inactive, ANO1 block inactive, MrgX1 PAM inactive, TRPC4 block inactive, MrgX1 agonist inactive, MrgX1 antag inactive, TMEM16A act inactive, RGS4 inh inactive, TRPC4 agonist inactive and TRPC4 potent inactive.
Cc1cc2cc(CN(Cc3ccco3)C(=O)C3CCCCC3)c(=O)[nH]c2cc1C was read as TRPC6 act inactive, TRPC6 inhibitor inactive, ANO1 block inactive, MrgX1 PAM inactive, TRPC4 block inactive, MrgX1 agonist inactive, MrgX1 antag inactive, TMEM16A act inactive, RGS4 inh inactive, TRPC4 agonist inactive and TRPC4 potent inactive.
Cc1ccc(Cn2c(C(=O)NCCCN3CCOCC3)cc3sccc32)cc1 was read as TRPC6 act inactive, TRPC6 inhibitor inactive, ANO1 block inactive, MrgX1 PAM inactive, TRPC4 block inactive, MrgX1 agonist inactive, MrgX1 antag inactive, TMEM16A act inactive, RGS4 inh inactive, TRPC4 agonist inactive and TRPC4 potent inactive.
Screening O=C1ON=C(c2ccc([N+](=O)[O-])cc2)/C1=C/c1ccccc1O returned TRPC6 act inactive, TRPC6 inhibitor inactive, ANO1 block inactive, MrgX1 PAM inactive, TRPC4 block inactive, MrgX1 agonist inactive, MrgX1 antag inactive, TMEM16A act inactive, RGS4 inh inactive, TRPC4 agonist inactive and TRPC4 potent inactive.
`CCOc1ccc(CCNC(=O)C2CCN(S(=O)(=O)CC)CC2)cc1OCC` gave TRPC6 act inactive, TRPC6 inhibitor inactive, ANO1 block inactive, MrgX1 PAM inactive, TRPC4 block inactive, MrgX1 agonist inactive, MrgX1 antag inactive, TMEM16A act inactive, RGS4 inh inactive, TRPC4 agonist inactive and TRPC4 potent inactive.
For Cc1ccc(N(CC(N)=O)C2SC(=O)N(Cc3ccccc3)C2=O)cc1 (stereo not given) the results were TRPC6 act inactive, TRPC6 inhibitor inactive, ANO1 block inactive, MrgX1 PAM inactive, TRPC4 block inactive, MrgX1 agonist inactive, MrgX1 antag inactive, TMEM16A act inactive, RGS4 inh inactive, TRPC4 agonist inactive and TRPC4 potent inactive.
`O=C1CCCCCN1Cc1nnc(SCc2nc3ccccc3s2)n1-c1ccccn1` gave TRPC6 act inactive, TRPC6 inhibitor inactive, ANO1 block inactive, MrgX1 PAM inactive, TRPC4 block inactive, MrgX1 agonist inactive, MrgX1 antag inactive, TMEM16A act inactive, RGS4 inh inactive, TRPC4 agonist inactive and TRPC4 potent inactive.
For O=C(Nc1cc(Oc2ccccc2)cc([N+](=O)[O-])c1)C12CC3CC(C1)CC(n1cnc(Cl)n1)(C3)C2 the results were TRPC6 act inactive, TRPC6 inhibitor inactive, ANO1 block inactive, MrgX1 PAM inactive, TRPC4 block inactive, MrgX1 agonist inactive, MrgX1 antag inactive, TMEM16A act inactive, RGS4 inh inactive, TRPC4 agonist inactive and TRPC4 potent inactive.
O=C1[C@H]2[C@H](C=CC[C@H]2C(=O)N2CCOCC2)CCN1Cc1ccccc1 was read as TRPC6 act inactive, TRPC6 inhibitor inactive, ANO1 block inactive, MrgX1 PAM inactive, MrgX1 agonist inactive, MrgX1 antag inactive, TMEM16A act inactive, RGS4 inh inactive, TRPC4 agonist inactive and TRPC4 potent inactive.
`CCN(CCCNC(=O)CCCN1C(=O)COc2ccc(C)cc21)c1cccc(C)c1` gave TRPC6 act inactive, TRPC6 inhibitor inactive, ANO1 block inactive, MrgX1 PAM inactive, TRPC4 block inactive, MrgX1 agonist inactive, MrgX1 antag inactive, TMEM16A act inactive, RGS4 inh inactive, TRPC4 agonist inactive and TRPC4 potent inactive.
NS(=O)(=O)c1ccc(N=Cc2ccc(Br)s2)cc1 was read as TRPC6 act inactive, TRPC6 inhibitor inactive, ANO1 block inactive, MrgX1 PAM inactive, TRPC4 block inactive, MrgX1 agonist inactive, MrgX1 antag inactive, TMEM16A act inactive, RGS4 inh inactive, TRPC4 agonist inactive and TRPC4 potent inactive.
Screening CC1CCN(C(=O)CCCC(=O)O)CC1 returned TRPC6 act inactive, TRPC6 inhibitor inactive, ANO1 block inactive, MrgX1 PAM inactive, TRPC4 block inactive, MrgX1 agonist inactive, MrgX1 antag inactive, TMEM16A act inactive, RGS4 inh inactive, TRPC4 agonist inactive and TRPC4 potent inactive.
`CCOc1ccc(-n2nnnc2SCC(=O)NNC(=O)c2ccco2)cc1` gave TRPC6 act inactive, TRPC6 inhibitor inactive, ANO1 block inactive, MrgX1 PAM inactive, TRPC4 block inactive, MrgX1 agonist inactive, MrgX1 antag inactive, TMEM16A act inactive, RGS4 inh inactive, TRPC4 agonist inactive and TRPC4 potent inactive.
Screening O=C(Cn1nnc(-c2ccccc2Cl)n1)N/N=C/c1ccc2c(c1)OCO2 returned TRPC6 act inactive, TRPC6 inhibitor inactive, ANO1 block inactive, MrgX1 PAM inactive, TRPC4 block inactive, MrgX1 agonist inactive, MrgX1 antag inactive, TMEM16A act inactive, RGS4 inh inactive, TRPC4 agonist inactive and TRPC4 potent inactive.
Screening CC(C)N(Cc1cc2ccccc2[nH]c1=O)C(=O)C1CCCCC1 returned TRPC6 act inactive, TRPC6 inhibitor inactive, ANO1 block inactive, MrgX1 PAM inactive, TRPC4 block inactive, MrgX1 agonist inactive, MrgX1 antag inactive, TMEM16A act inactive, RGS4 inh inactive, TRPC4 agonist inactive and TRPC4 potent inactive.

High-throughput results from PubChem.
